RAD54 branch: RAD54 (human) branch migration inhibition; Q92698; RAD54 Holliday junction branch migration, FAM/BHQ fluorescence; inhibition, % at 10.4 µM; 360,000 compounds, 0.14% hits;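 active = mean normalized replicate activity at least 40 and at least half of replicates scoring 40 or more; inconclusive = only one of the two criteria met; inactive = mean below 40 and under half of replicates reaching 40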;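 note: 0% = median of neutral control wells and 100% = median of positive control wells; inhibitors cause a drop in the FAM fluorescence signal; in these data hits start at about 50%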
GSIS activator: primary screen for activators of insulin secretion dependent on glucose, INS-1E cells, GLuc reporter luminescence; INS-1E GLuc reporter insulin secretion, 2-3 h; activation, % at 16.6 µM; 370,000 compounds, 0.61% hits;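 active = lowest replicate activation of at least 40%, so every replicate reaches that level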;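 note: 0% = median of neutral control wells and 100% = median of IBMX positive control wells; some compounds called inactive have numbers as strong as hits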
F508del corr: CFTR F508del correction in bronchial cells. activity (quench increase), % at 7.58 µM. 350,000 compounds, 0.36% hits. CFBE cells, YFP halide quenching; stimulated with forskolin plus potentiator P3; % fluorescence drop versus neutral controls;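 active = mean added fluorescence quench of at least 8% versus neutral control, with both replicates also reaching 8%; inconclusive = only one of the mean or replicate conditions met; inactive = mean below 8% and not both replicates reaching 8%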;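 note: cells transiently co-express mutant CFTR-F508del with the halide-sensitive YFP; corrector assay measuring rescue of mutant channel to the surface after 24 h compound exposure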
E-sel inducer: E-selectin induction on HUVECs; HUVEC E-selectin immunofluorescence imaging; normalized: neutral wells 0, TNF-alpha wells 100; P16581; activation, % at 7.58 µM; AID 686992; 260,000 compounds, 0.37% hits;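 active = mean E-selectin-positive cell signal at least 10% of the positive control, reached in at least 60% of replicates, without over 20% cell loss; inconclusive = no rule given, readout overlaps actives, possibly toxicity-flagged; inactive = the rest, including those meeting only one limit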;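 note: in these data hits start at about 27%; measured in HUVEC primary endothelial cells; signal is the percent of cells scored E-selectin positive by PE staining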
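Read-out: % PE-positive cells | Test system: HUVEC | Doses: One compound dose added by pin transfer | Buffer or medium: EGM-2 over gelatin coat | Signal: Immunofluorescence imaging | Benchmarks: TNF-alpha, DMSO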
RAD52 anneal inh: blocks human RAD52 DNA annealing | recombinant RAD52 DNA annealing, FRET fluorescence | inhibition, % at 18.7 µM | 360,000 compounds, 0.46% hits | P43351;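 active = every replicate showing at least 50% inhibition; inconclusive = mean inhibition at least 50% but not in every replicate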
Target sequence (P43351 whole entry, looked up): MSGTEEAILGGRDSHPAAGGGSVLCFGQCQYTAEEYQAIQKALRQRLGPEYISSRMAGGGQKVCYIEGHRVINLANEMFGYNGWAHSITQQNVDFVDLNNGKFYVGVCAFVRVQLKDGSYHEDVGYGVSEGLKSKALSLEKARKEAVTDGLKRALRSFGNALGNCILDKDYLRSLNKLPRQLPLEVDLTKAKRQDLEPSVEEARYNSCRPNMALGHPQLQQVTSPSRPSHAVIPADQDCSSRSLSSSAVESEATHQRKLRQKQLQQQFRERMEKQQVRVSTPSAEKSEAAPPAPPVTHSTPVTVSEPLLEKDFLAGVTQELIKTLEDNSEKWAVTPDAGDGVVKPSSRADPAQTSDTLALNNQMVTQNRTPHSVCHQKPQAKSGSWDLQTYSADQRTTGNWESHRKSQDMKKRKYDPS
CASP6 VEID inh: caspase-6 (human) enzyme inhibition; P55212; purified caspase-6, Z-VEID-R110 cleavage fluorescence; inhibition, % at 12.5 µM; 350,000 compounds, 0.53% hits; AID 686996;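 active = mean inhibition across replicates at least about 35%, with every replicate also reaching that limit, limit read from the data; inconclusive = only one of the two criteria met; inactive = neither criterion met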;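 note: 0% = median of neutral control wells and 100% = no fluorescence left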
Target sequence (P55212 24-179 limits assumed): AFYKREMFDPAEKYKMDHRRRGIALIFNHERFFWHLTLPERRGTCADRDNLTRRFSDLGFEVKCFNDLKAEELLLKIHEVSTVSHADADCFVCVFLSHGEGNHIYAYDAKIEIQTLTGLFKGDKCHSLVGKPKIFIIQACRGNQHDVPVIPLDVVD
Target sequence (P55212 194-293 limits assumed): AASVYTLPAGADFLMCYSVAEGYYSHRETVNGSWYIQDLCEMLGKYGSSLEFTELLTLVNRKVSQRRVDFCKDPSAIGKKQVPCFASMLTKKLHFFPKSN
DENV2 CPE rescue: DENV2-induced cell death inhibition; DENV2-infected cells, cytopathic effect rescue, plate reader; CPE inhibition, % at 9.99 µM; 350,000 compounds, 1.7% hits; in the data active = CPE inhibition above about 20%, passing the limit was not always enough; inconclusive = no clear call, values can overlap the other calls; tested in BHK-21 cells;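 note: 0% = median of neutral control wells and 100% = median of positive control wells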
XiGFP reactiv: X-chromosome reactivation activator; activation, % at 7.58 µM; XiGFP mouse fibroblasts, % GFP-positive cells imaging, 3 d; cells co-treated with 5-aza-dC sensitizer; scaled so ellipticine positive control = 100%; 360,000 compounds, 0.055% hits;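 active = mean normalized replicate activation at least 10% and every replicate at or above 10%; inconclusive = only one of the two criteria met; inactive = mean below 10% and not all replicates reach 10%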;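 note: 0% = median of on-plate neutral control wells and 100% = ellipticine 6 µM median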
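System: 68-5-11 XiGFP fibroblast line; Timing: 3 days compound exposure; Compound dosing: one concentration, pinned; Benchmarks: positive control ellipticine, 6 µM final; Buffer or medium: DMEM containing 5-aza-dC.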
An asterisk follows results filed as active; ? = inconclusive; / = not tested or not shown.

Compound	RAD54 branch	GSIS activator	F508del corr	E-sel inducer	RAD52 anneal inh	CASP6 VEID inh	DENV2 CPE rescue	XiGFP reactiv
CC(C)N1C(=O)C(Cc2nc3ccccc3c(=O)n2-c2ccccc2)c2ccccc21 (centres undefined)	5	-2	-0.8	/	13	1	/	/
Cc1cc(NC(=O)CCCN2C(=O)c3cccc4cccc(c34)C2=O)no1	/	13	-1.7	0.7	-12	1	/	0.0
Cc1cc(C)c(C)c(OCCCN(C)C)c1	-2	25	/	-0.1	/	/	/	0.3
O=C(COC(=O)c1cc(S(=O)(=O)N2CCCC2)ccc1O)NCc1ccccc1	-11	34	-0.5	0.2	-4	2	-2	0.0
C[C@H]1CN([C@@H](C)CO)C(=O)Cc2cc(NS(=O)(=O)c3ccc(F)cc3)ccc2O[C@H]1CN(C)S(C)(=O)=O	-9	18	-1.9	0.0	5	-2	-9	-1.0
CCN(CC)CCCNC(=O)CSc1c2c(nc3cc(Cl)ccc13)CCCC2	/	0	-0.3	0.2	2	0	-4	0.1
COc1ccc(C(=O)NC(C)c2csc(C)n2)cc1OC1CCN(C(C)=O)CC1 (centres undefined)	-4	16	-3.4	/	-8	-1	-4	0.3
FC(F)(F)c1ccc(N2CCN(c3ncnc4c3nnn4Cc3ccccc3)CC2)nc1	-2	-2	/	/	-6	-5	/	/
CN(Cc1cn(Cc2ccccc2)nn1)C1CN(Cc2cn(Cc3ccccc3)nn2)S(=O)(=O)C1 (centres undefined)	/	13	-1.1	0.1	-3	1	-7	0.2
COC(=O)CC1C(=O)NCCN1C(=S)Nc1cccc(C(F)(F)F)c1 (centres undefined)	5	-21	-1.5	3.8	9	-5	-4	0.1
C[C@H]1CN([C@@H](C)CO)C(=O)CCCn2nncc2CO[C@@H]1CN(C)Cc1ccc(O)cc1	5	-15	-1.7	-0.1	1	-2	10	0.2
CCCN1[C@@H]2c3cccc(=O)n3C[C@@H]2[C@@H](CO)[C@@H]1C(=O)N1CCCCC1	8	9	-5.5	-0.2	-3	0	-1	0.5
O=C(N/N=C/CCc1ccccc1)C1CCCCC1	/	4	-1.1	-0.4	-5	-5	14	0.1
Cc1ccc(C(=O)/C=C/c2ccccc2[N+](=O)[O-])cc1	/	-11	-2.5	-0.3	-10	1	9	0.0
COc1cc(C(=O)NCC(=O)NC(C)CCc2ccccc2)cc(OC)c1OC (centres undefined)	2	-7	-0.3	-0.2	-17	-2	-1	0.3
COCCOC1CCN(C(=O)C2CCC(=O)N(CCc3ccccc3)C2)CC1 (centres undefined)	12	11	-4.2	/	-3	-6	-4	0.1
S=c1[nH]nc(-c2ccc(Cl)cc2)n1/N=C/c1ccco1	/	/	1.7	/	-4	-1	0	0.0
O=C(Nc1csc([N+](=O)[O-])c1)Nc1ccccc1Cl	/	-55	-3.8	-0.2	-6	-1	7	2.1
N#Cc1ccccc1S(=O)c1ccccc1C(=O)Nc1ccccc1 (centres undefined)	-1	-3	0.6	/	-13	1	10	0.0
CC(=O)NC(CCS(C)(=O)=O)C(=O)Nc1cc(C)on1 (centres undefined)	-2	/	-2.2	0.2	7	-3	3	1.5
O=C(Nc1ccc(CN2CCOCC2)cc1)c1ccc(-c2cccc([N+](=O)[O-])c2)o1	12	9	1.2	/	-11	-1	0	0.0
C[C@H](CO)N1C[C@H](C)[C@@H](CN(C)Cc2ccc3c(c2)OCO3)OCc2ccccc2-c2ccccc2C1=O	-8	-15	-1.7	-1.8	11	3	3	-0.6
CC1(C(=O)NS(=O)(=O)c2cccc(Cl)c2)CCN1C(=O)C/C=C/c1ccccc1 (centres undefined)	-10	2	5.9	-0.1	-16	3	-8	0.2
COc1ccc(OCc2cc(-c3ccc(Cl)cc3)no2)cc1	-2	9	-2.8	-1.4	-21	0	-4	0.0
CCOc1ccc(C(=O)Nc2c3c(nn2-c2cccc(C)c2C)CS(=O)C3)cc1 (centres undefined)	0	-7	3.4	1.8	-54	1	/	0.3
O=C(CNc1n[nH]c(=O)[nH]c1=O)N/N=C/C1CC=CCC1 (centres undefined)	/	4	-1.1	7.0	-3	-2	2	1.4
O=C(Nc1ccc(-c2nc3ccccc3[nH]2)cc1)c1ccc2c(c1)OCO2	8	0	-0.9	/	9	-1	5	/
CC(CCc1ccccc1)NC(=O)c1ccc(NC(=O)c2ccccc2)cc1 (centres undefined)	0	-15	-2.4	-0.3	-6	-1	2	0.1
O=C(c1ccc(S(=O)(=O)N2CCCC2)cc1)N1CCN(S(=O)(=O)c2cccc(F)c2)CC1	1	1	0.6	0.1	-18	-3	1	0.3
CC(=O)NC(CC(=O)Nc1cccc(S(=O)(=O)N2CCCC2)c1)c1ccccc1 (centres undefined)	4	-11	-1.5	/	6	-3	10	0.4

Compound	RAD54 branch	GSIS activator	F508del corr	E-sel inducer	RAD52 anneal inh	CASP6 VEID inh	DENV2 CPE rescue	XiGFP reactiv
CC1c2cc3c(cc2CCN1CC(=O)Nc1ccc(S(=O)(=O)N2CCCC2)cc1)OCCCO3 (centres undefined)	-5	-7	-1.6	/	-13	1	2	0.0
COc1c(C)cc(C(=O)C2CCCN(Cc3cnc(N4CCOCC4)s3)C2)cc1C (centres undefined)	/	-18	0.4	4.7	-8	3	5	0.1
O=C(NC(=S)Nc1cccnc1)c1cccs1	3	15	-0.9	-1.7	-10	0	-8	0.3
CCS(=O)(=O)Nc1ccc2c(c1)C(=O)N(C)[C@@H]1CC[C@H](CC(=O)NCCOC)O[C@@H]1CO2	1	11	/	-0.1	-10	11	2	0.0
C[C@@H]1CN([C@H](C)CO)C(=O)c2cccc(NC(=O)c3nc4ccccc4s3)c2O[C@@H]1CN(C)S(=O)(=O)c1ccc(F)cc1	-9	-13	0.8	-0.1	19	3	4	0.1
COc1ccc(CN2C(=O)CN(S(C)(=O)=O)CC2(C)C(=O)Nc2ccc3c(c2)OCCO3)cc1OC (centres undefined)	/	1	-1.0	0.0	-16	-2	-3	/
CCCNC(=O)N1C[C@H](C)[C@H](OC)CN(C)C(=O)c2ccc(NC(=O)CCC)cc2OC[C@H]1C	-13	13	-1.2	0.0	-2	2	6	0.2
COc1cccc(C(C)(O)c2nc(-c3cccc(C(C)C)c3)cs2)c1 (centres undefined)	6	-15	0.1	-0.4	-6	2	0	0.0
Cc1ccc(S(=O)(=O)NNC(=O)C(O)(c2ccccc2C)c2ccccc2C)cc1	4	-40	-0.3	2.7	6	2	-3	0.0
O=C(Nc1ccc(F)cc1)N[C@H]1CC[C@H](CCNS(=O)(=O)c2ccccc2F)O[C@H]1CO	1	-16	0.7	0.1	5	1	-3	0.2
Cc1cc(=O)oc2c3c(cc(OCC(=O)N4CCC[C@H]4C(=O)O)c12)OC(C)(C)CC3	1	-2	-0.2	/	-6	1	?	/
COc1ccccc1OCc1cc(C(=O)N2CCN(C)C(c3ccccc3)C2)no1 (centres undefined)	-1	1	-2.5	0.3	-7	1	-2	-0.1
C/C=C/C(=O)OCC(=O)Nc1ccccc1Br	/	17	-0.3	-1.7	3	0	-8	-0.2
CC(C)N(C(=O)[C@H]1CC(CC(=O)NCCC2=CCCCC2)C(=O)N2CCc3c([nH]c4ccccc34)[C@]12C)C(C)C (some centres undefined)	-6	-10	-0.2	-0.1	-17	3	-8	0.0
COc1cc(NC(=O)C(C)C)ccc1NC(=O)c1cc2ccccc2o1	5	-6	0.5	/	-1	-1	-2	0.3
CCOc1ccccc1NC(=O)Cn1nnc(C(=O)NCCc2ccc(OC)c(OC)c2)c1N	/	-7	/	/	-11	1	6	-0.1
O=C(NC1CCCC1)C(c1ccccc1)N(Cc1cccnc1)C(=O)Cc1cccs1 (centres undefined)	-18	12	-2.8	/	-7	/	3	1.0

A section of the results above, for reference:
Compound	RAD54 branch	GSIS activator	F508del corr	E-sel inducer	RAD52 anneal inh	CASP6 VEID inh	DENV2 CPE rescue	XiGFP reactiv
O=C(c1ccc(S(=O)(=O)N2CCCC2)cc1)N1CCN(S(=O)(=O)c2cccc(F)c2)CC1	1	1	0.6	0.1	-18	-3	1	0.3
CC(=O)NC(CC(=O)Nc1cccc(S(=O)(=O)N2CCCC2)c1)c1ccccc1 (centres undefined)	4	-11	-1.5	/	6	-3	10	0.4
CC1c2cc3c(cc2CCN1CC(=O)Nc1ccc(S(=O)(=O)N2CCCC2)cc1)OCCCO3 (centres undefined)	-5	-7	-1.6	/	-13	1	2	0.0
COc1c(C)cc(C(=O)C2CCCN(Cc3cnc(N4CCOCC4)s3)C2)cc1C (centres undefined)	/	-18	0.4	4.7	-8	3	5	0.1
O=C(NC(=S)Nc1cccnc1)c1cccs1	3	15	-0.9	-1.7	-10	0	-8	0.3
CCS(=O)(=O)Nc1ccc2c(c1)C(=O)N(C)[C@@H]1CC[C@H](CC(=O)NCCOC)O[C@@H]1CO2	1	11	/	-0.1	-10	11	2	0.0
C[C@@H]1CN([C@H](C)CO)C(=O)c2cccc(NC(=O)c3nc4ccccc4s3)c2O[C@@H]1CN(C)S(=O)(=O)c1ccc(F)cc1	-9	-13	0.8	-0.1	19	3	4	0.1
COc1ccc(CN2C(=O)CN(S(C)(=O)=O)CC2(C)C(=O)Nc2ccc3c(c2)OCCO3)cc1OC (centres undefined)	/	1	-1.0	0.0	-16	-2	-3	/
CCCNC(=O)N1C[C@H](C)[C@H](OC)CN(C)C(=O)c2ccc(NC(=O)CCC)cc2OC[C@H]1C	-13	13	-1.2	0.0	-2	2	6	0.2
COc1cccc(C(C)(O)c2nc(-c3cccc(C(C)C)c3)cs2)c1 (centres undefined)	6	-15	0.1	-0.4	-6	2	0	0.0
Cc1ccc(S(=O)(=O)NNC(=O)C(O)(c2ccccc2C)c2ccccc2C)cc1	4	-40	-0.3	2.7	6	2	-3	0.0
O=C(Nc1ccc(F)cc1)N[C@H]1CC[C@H](CCNS(=O)(=O)c2ccccc2F)O[C@H]1CO	1	-16	0.7	0.1	5	1	-3	0.2
Cc1cc(=O)oc2c3c(cc(OCC(=O)N4CCC[C@H]4C(=O)O)c12)OC(C)(C)CC3	1	-2	-0.2	/	-6	1	?	/
COc1ccccc1OCc1cc(C(=O)N2CCN(C)C(c3ccccc3)C2)no1 (centres undefined)	-1	1	-2.5	0.3	-7	1	-2	-0.1
C/C=C/C(=O)OCC(=O)Nc1ccccc1Br	/	17	-0.3	-1.7	3	0	-8	-0.2
CC(C)N(C(=O)[C@H]1CC(CC(=O)NCCC2=CCCCC2)C(=O)N2CCc3c([nH]c4ccccc34)[C@]12C)C(C)C (some centres undefined)	-6	-10	-0.2	-0.1	-17	3	-8	0.0
COc1cc(NC(=O)C(C)C)ccc1NC(=O)c1cc2ccccc2o1	5	-6	0.5	/	-1	-1	-2	0.3

Compound activity from PubChem BioAssay.
